Screening results as filed in PubChem.
MC4R ag barr: activates human MC4R beta-arrestin recruitment; P32245; U2OS MC4R beta-arrestin complementation, luminescence; percent of melanotan II response, DMSO zero; activation, % at 8.9 µM; 360,000 tested, 0.98% active; AID 540308;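 active means activation above a per-plate cutoff, the mean activation of sample wells on that plate plus 3 SD, cut at about 8% in these data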
SRC3 inh: human NCOA3 inhibition. HEK293 GAL4-SRC3 luciferase reporter, luminescence. inhibition, % at 3.6 µM. 360,000 tested, 0.17% active;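 active means inhibition above a per-campaign cutoff, the mean of all compounds plus 3 SD, cut at about 60% in these data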;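 further: 0% = DMSO-treated cells and 100% = gossypol-treated cells at 36 µM; higher means less SRC3-driven luciferase light from the GAL4 reporter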
COUP-TFII inh: inhibitors of human COUP-TFII (NR2F2) | inhibition, % at 8.6 µM | 370,000 tested, 0.7% active | HEK293T NGFI-A luciferase reporter, luminescence;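 active means inhibition above a per-plate cutoff, mean inhibition of test wells between control levels plus 3 SD, cut at about 38% in these data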;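 further: cells cotransfected with COUP-TFII expression vector driving the NGFI-A reporter; 0% = median of COUP-TF2 test wells and 100% = reporter-only cells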
Target sequence (P24468 whole entry, looked up): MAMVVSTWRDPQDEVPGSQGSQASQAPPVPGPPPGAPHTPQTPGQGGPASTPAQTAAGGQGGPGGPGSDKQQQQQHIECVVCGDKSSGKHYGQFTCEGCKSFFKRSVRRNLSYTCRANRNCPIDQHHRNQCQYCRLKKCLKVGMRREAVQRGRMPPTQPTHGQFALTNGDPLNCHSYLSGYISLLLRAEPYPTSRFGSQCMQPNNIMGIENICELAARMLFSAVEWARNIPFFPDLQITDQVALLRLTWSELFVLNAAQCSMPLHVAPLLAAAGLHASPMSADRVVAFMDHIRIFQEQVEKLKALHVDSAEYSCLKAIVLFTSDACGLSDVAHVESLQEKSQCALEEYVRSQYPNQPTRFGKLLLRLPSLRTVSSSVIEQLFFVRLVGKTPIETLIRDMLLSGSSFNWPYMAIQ
NCOA2 inhibitor: human SRC2 (NCOA2) inhibition. Q15596. HEK293 GAL4-SRC2 luciferase reporter, luminescence. inhibition, % at 9 µM. 370,000 tested, 0.17% active. AID 651957;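 active means inhibition above the mean inhibition of all tested compounds plus 3 SD, set per campaign, cut at about 52% in these data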;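 further: 0% = DMSO treated cells and 100% = cells given Gossypol at 36 µM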
NR5A2 inv ag: suppresses constitutive activity of human LRH-1; HEK293T StAR-luciferase reporter, LRH-1 transfected, 24 h; inhibition, % at 3.6 µM; 360,000 tested, 0.13% active; AID 602396;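 active means inhibition above the mean inhibition of all tested compounds plus 3 SD, cut at about 73% in these data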;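 further: 0% = DMSO wells and 100% = reporter-only cells lacking LRH-1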
Target sequence (O00482 whole entry, looked up): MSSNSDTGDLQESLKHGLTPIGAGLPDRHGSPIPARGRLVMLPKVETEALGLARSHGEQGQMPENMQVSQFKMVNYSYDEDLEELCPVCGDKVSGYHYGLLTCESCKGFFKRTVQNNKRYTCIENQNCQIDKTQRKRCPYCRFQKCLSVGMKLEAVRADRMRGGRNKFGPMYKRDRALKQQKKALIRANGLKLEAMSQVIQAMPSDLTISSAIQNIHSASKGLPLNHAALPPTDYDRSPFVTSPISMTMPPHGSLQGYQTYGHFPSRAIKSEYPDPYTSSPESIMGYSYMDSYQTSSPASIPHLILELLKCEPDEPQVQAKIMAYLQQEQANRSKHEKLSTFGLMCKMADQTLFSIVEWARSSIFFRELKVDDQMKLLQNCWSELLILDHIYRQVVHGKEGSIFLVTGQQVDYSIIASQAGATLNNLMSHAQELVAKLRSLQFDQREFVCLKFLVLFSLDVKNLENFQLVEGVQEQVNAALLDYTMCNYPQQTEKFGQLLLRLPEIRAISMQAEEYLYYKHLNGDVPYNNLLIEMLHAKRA
MC4R antag cAMP: blocks human MC4R cAMP signaling; AID 540295; P32245; inhibition, % at 6.5 µM; 360,000 tested, 0.48% active; MC4R-expressing cells, MTII-stimulated cAMP, LANCE TR-FRET;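 active means inhibition above its plate's cutoff, the mean of tested wells on that plate plus 3 SD, cut at about 29% in these data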;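 further: 0% = Melanotan II alone and 100% = Melanotan II plus saturating MCL0020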
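Assay system: human MC4R-expressing U2OS cells; reagent: Melanotan II stimulation of cells; dosing: 6.5 µM single dose; timing: compound 30 min, challenge 1 h, detection 1 h; signal: TR-FRET cAMP assay; replicates: one well per compound, no replicates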
SRC1 inh: inhibitors of human steroid receptor coactivator 1 (SRC1); 360,000 tested, 0.12% active; inhibition, % at 3.6 µM; HEK293 GAL4-SRC1 luciferase reporter, luminescence;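 active means inhibition above the campaign mean plus 3 SD, with each screening campaign given its own cutoff, cut at about 60% in these data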;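 further: 0% = DMSO treated cells and 100% = gossypol at 36 µM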
TLR9-MyD88 inh: blocks human TLR9 binding to MyD88. CHO BLA complementation TLR9-MyD88, CCF4 FRET ratio. AID 504734. inhibition, % at 4.98 µM. 340,000 tested, 0.21% active;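 active means inhibition above the mean over all tested compounds plus 3 SD, cut at about 21% in these data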;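 further: 0% = DMSO only wells and 100% = clavulanate BLA inhibitor control wells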
ABHD5-PLIN5 inh: inhibitors of human ABHD5-perilipin-5 interaction; 360,000 tested, 0.78% active; Q00G26+Q8WTS1; Split G. princeps luciferase complementation, luminescence, 4 h; inhibition, % at 4 µM;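 active means inhibition above the mean inhibition across every tested compound plus 3 SD, cut at about 22% in these data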;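 further: 0% = DMSO only wells and the 100% control is not disclosed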
EBV LMP1 NFkB: Epstein-Barr LMP1 NF-kappaB reporter inhibition; 350,000 tested, 0.69% active; inhibition, % at 12.5 µM; LMP1-induced NF-kappaB luciferase reporter cells, luminescence; in the data active means inhibition above about 41%;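 further: 0% = neutral control wells and 100% = reference inhibitor control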
NOD2-RIPK2 inh: NOD2-RIPK2 protein interaction inhibition; O43353; CHO BLA complementation NOD2-RIPK2, CCF4 ratio; inhibition, % at 4.98 µM; 360,000 tested, 0.38% active; AID 624267; in the data active means inhibition above about 21%;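 further: 0% = vehicle only and 100% = reference blocker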
An asterisk follows results filed as active; · = not tested or not shown.

SMILES	MC4R ag barr	SRC3 inh	COUP-TFII inh	NCOA2 inhibitor	NR5A2 inv ag	MC4R antag cAMP	SRC1 inh	TLR9-MyD88 inh	ABHD5-PLIN5 inh	EBV LMP1 NFkB	NOD2-RIPK2 inh
CC(Sc1nc(-c2ccccc2)cc(C(F)(F)F)n1)C(=O)N1CCOCC1 (stereo unspecified)	-0.8	-10	7	2	-5	2	6	3	3	-2	-1
CCCNC(=O)c1ccc2c(c1)ncn2-c1ccccc1OC	0.4	4	-5	-25	-12	2	-20	2	2	3	0
CCc1cc2c(=O)c(-c3nc4ccccc4n3C)c(C)oc2cc1OC(C)=O	0.6	0	-16	-12	-5	13	4	-7	-3	2	-9
Cc1cccc(CC(=O)OCn2nnc3ccccc3c2=O)c1	1.2	-16	14	0	-10	10	-6	-2	5	-10	-2
CC(NCc1ccc(S(N)(=O)=O)cc1)C(=O)Nc1cc([N+](=O)[O-])ccc1Cl (stereo unspecified)	0.8	-12	13	7	5	6	-4	-2	4	1	1
COc1cc(C(=O)N/N=C/c2ccc(OC(=O)c3cccc(C)c3)c(OC)c2)ccc1O	2.4	6	-13	5	-13	11	-6	-5	4	-5	-6
COCCCNc1nc(N)c([N+](=O)[O-])c(NCC2CCCO2)n1 (stereo unspecified)	-1.0	2	8	-4	-2	4	-18	8	-3	-11	1
O=C(Nc1ncccc1O)c1ccc2ccccc2c1	1.4	-132	-28	-16	-204	0	-95	-12	-4	12	-6
O=C(NC1CCCC1)c1ccc(CS(=O)(=O)c2cccc(C(F)(F)F)c2)o1	2.1	12	4	11	24	10	5	2	-1	5	0
CN(CC(=O)Nc1ccccc1Cl)CC(=O)Nc1ccccc1[N+](=O)[O-]	-1.6	-9	6	-10	13	4	-7	0	0	3	-3
COc1ccc(-n2c(Cc3cccn3C)nnc2SCC(=O)NCc2ccc(F)cc2)cc1	-0.8	21	-6	-17	-5	-1	-12	-22	2	-11	-2
COc1ccc(C(=O)NNC(=O)c2cc3cc([N+](=O)[O-])ccc3oc2=O)cc1OC	-3.1	-14	9	1	-17	7	-1	-1	-5	-6	-16
CN(C(=O)COC(=O)/C=C/c1cccs1)c1c(N)n(Cc2ccccc2)c(=O)[nH]c1=O	1.0	0	5	-14	7	-12	-10	-2	-3	4	-4
O=[N+]([O-])c1ccc(N2CCCCC2)nc1	-1.2	7	-20	11	-11	-4	-16	-6	0	1	2
Cn1cc(CNC(=O)C23CC4CC(CC(C4)C2)C3)cn1	-2.4	3	4	17	3	-3	-5	4	0	-5	-8
C/C(=N\NC(=O)c1nn(C)cc1Br)c1cccc(NC(=O)c2ccncc2)c1	-1.6	-68	-33	-73	-88	-1	-96	-2	2	3	-6
Cc1n(CC(O)COC2CCCCC2)c2ccccc2[n+]1C (stereo unspecified)	-0.6	4	3	-5	5	13	-4	3	7	0	-33
COc1cccc(OCc2cc(C(=O)N(C)C3CCCCC3)no2)c1	-0.4	-77	-24	-32	-46	-1	-59	8	0	-50	-7
O=C1CCN(C(=O)c2ccccc2)C2CCCCC12 (stereo unspecified)	2.4	-7	-6	-4	5	19	10	-1	6	-7	-8
CCc1ccc2nc(SCC(=O)N(CC)CC)c(C#N)cc2c1	-0.1	-4	-14	-10	-5	4	-11	-2	1	1	6
Cc1ccc(S(=O)(=O)NC(C)C(=O)Nc2ccc3c(c2)OCO3)cc1 (stereo unspecified)	0.3	19	-6	3	-36	16	-1	6	-3	-1	0
O=C(CCS(=O)(=O)c1ccc(Br)cc1)NC1CCCC1	1.9	5	·	·	9	-5	-20	1	9	1	-8
COc1ccc(CN2C(=O)C(CC(=O)NCc3ccco3)CC(C(=O)N3CCOCC3)=C2C)cc1 (stereo unspecified)	0.1	3	-24	19	-20	6	-5	7	12	-7	-36
CCc1cccc(C)c1NC(=O)c1ccc2c(c1)CCN2S(C)(=O)=O	-0.1	-5	-1	-2	8	4	-29	-5	5	8	-2
Cc1c(C(=O)O)cccc1-c1ccc(/C=N/n2cnnc2)o1	-3.0	-36	-8	-48	-20	-5	3	-9	0	-2	-5
Cc1ccc(-c2nc(-c3ccncc3)no2)cc1C	1.5	-98	-54	-32	-161	9	-75	1	0	5	2
CNC(=O)CN(c1ccc2c(c1)OCCO2)S(C)(=O)=O	-1.0	-13	-15	16	-11	20	5	-5	-2	1	-6
CCC1Nc2ncnc(N3CCN(c4ccccc4)CC3)c2N(Cc2ccc(OC)cc2)C1=O (stereo unspecified)	-4.2	-5	8	3	1	3	11	3	6	-7	6
O=C(Nc1ccc2nc3n(c(=O)c2c1)CCCC3)c1cccnc1Cl	-0.1	-18	-3	-25	5	-1	-18	7	6	4	1
CSc1nc(N)nc2c1ncn2C1OC(CO)CC1O (stereo unspecified)	0.7	-11	-7	6	-4	5	-8	2	0	-2	0
Cc1cc(N2CCOCC2)nc2ccc(Cl)cc12	-1.0	-101	-10	-44	-79	2	-83	-2	8	-23	-7
O=C(O)CSC1CC(=O)N(c2cccc(Cl)c2)C1=O (stereo unspecified)	-1.1	6	-3	-26	-10	-2	-7	-6	-2	12	-12
COc1ccc(NC(=S)NN2C(C)CCCC2C)cc1 (stereo unspecified)	-0.9	12	22	-9	3	11	6	-3	-8	2	-5
CSc1ccccc1NC(=O)Nc1ccc(F)c(Cl)c1	5.0	-9	-16	-45	-40	7	-36	-3	-3	-2	2
O=C(NNC(=O)C1CC=CCC1)c1cccc(Br)c1 (stereo unspecified)	-0.4	8	0	8	-1	3	6	1	2	2	-4
CCCCCn1c(SCCC(C)C)nc2c1c(=O)[nH]c(=O)n2C	4.9	14	11	-12	4	14	0	1	-2	-12	7
CCOC(=O)c1cnn(-c2ccccc2)c1N	0.6	-16	-6	-26	-9	7	-13	6	8	-10	-2
CN(Cc1ccccc1)C(=O)c1ccc(NC(=O)Cc2cccc(NC(=O)C3CCCN(C(=O)CCc4ccccc4)C3)c2)cc1 (stereo unspecified)	-1.0	3	44*	10	7	10	8	-4	14	7	-11
CC1CC(C)CN(C(=O)C2CCN(S(=O)(=O)c3ccc4c(c3)CC(C)N4C(=O)C3CC3)CC2)C1 (stereo unspecified)	-0.5	-2	-11	4	-11	0	-3	-6	-6	0	-9
O=S(=O)(Nc1nc2ccccc2nc1NCC1CCCO1)c1cccc(Cl)c1 (stereo unspecified)	1.9	-4	5	-6	-8	11	-4	4	3	-8	-13

As entered above:
Under MC4R ag barr, CN(Cc1ccccc1)C(=O)c1ccc(NC(=O)Cc2cccc(NC(=O)C3CCCN(C(=O)CCc4ccccc4)C3)c2)cc1 (stereo unspecified) has -1.0
Under MC4R antag cAMP, CNC(=O)CN(c1ccc2c(c1)OCCO2)S(C)(=O)=O has 20
Under MC4R antag cAMP, COc1ccc(NC(=S)NN2C(C)CCCC2C)cc1 (stereo unspecified) has 11

Next section
SMILES	MC4R ag barr	SRC3 inh	COUP-TFII inh	NCOA2 inhibitor	NR5A2 inv ag	MC4R antag cAMP	SRC1 inh	TLR9-MyD88 inh	ABHD5-PLIN5 inh	EBV LMP1 NFkB	NOD2-RIPK2 inh
Cc1ccc2c(CN(C)Cc3cccc(F)c3)cc(=O)oc2c1	3.2	-88	-44	-21	-96	6	-63	-7	9	-15	-5
Cc1cccc(NC(=O)Nc2ccncc2)c1	-0.2	-22	-23	-36	-8	-1	-17	7	6	4	-12
CCOC(=O)C1=C(C)NC(=S)NC1c1ccc(OCC(=O)N2CCCCC2)cc1 (stereo unspecified)	0.4	-7	5	0	1	12	-2	-1	-6	2	-3
CCOC(=O)c1cnc(Nc2nc3ccccc3o2)nc1CN1CCN(C)CC1	-0.4	1	2	-9	-35	-22	-16	-1	18	-4	7
CC(=O)Nc1cccc(-c2nc3ccccc3s2)c1	-0.2	-87	-41	-46	-86	-3	-61	-7	8	-37	4
O=C(O)c1ccc(S(=O)(=O)/N=C2\C=C(Nc3ccccc3F)C(=O)c3ccccc32)cc1	-1.3	-77	-40	-28	-64	-60	-60	0	-30	-14	15
COc1ccc(CN2CCC(n3nccc3NC(=O)C3CC3)CC2)c(OC)c1OC	-2.7	-33	6	-13	2	10	10	5	-5	4	13
Cc1c(OC(C)C(=O)NCc2ccncc2)ccc2c3c(c(=O)oc12)CCC3 (stereo unspecified)	-0.6	7	-16	10	7	-11	-18	-14	2	8	-11
COc1ccc(N(CC(=O)Nc2c(C)n(C)n(-c3ccccc3)c2=O)S(=O)(=O)c2ccc(C)cc2)cc1OC	-1.8	9	3	1	1	2	-12	-4	2	-4	-4
CN(C)c1ccnc(SCc2ccccc2Cl)c1C#N	-1.1	-7	-6	9	-22	-6	-10	2	0	-8	-3
Cc1nc(NC(=O)CSc2nnnn2Cc2ccccc2)sc1C	-1.0	-39	-15	-3	-17	14	-35	6	-4	-11	-5
COc1cc(C(=O)CCc2ccc3c(c2)OCO3)cc(OC)c1OC	-2.7	-5	-6	10	4	5	2	3	-7	0	2
O=c1[nH]nc(Cc2ccc(-c3ccc(Cl)cc3)o2)c2ccccc12	4.5	9	16	1	13	2	-6	-10	3	7	1
COC(=O)c1c(SCc2ccc(C#N)cc2)nc(=O)[nH]c1C	-2.6	15	-3	-41	-3	5	3	-12	-1	12	-5
COc1cccc(NC(=O)c2ccc[n+](C)c2)c1	-2.1	5	0	-8	12	-1	-2	-4	3	3	-18
O=C(Nc1ccc2c(c1)OCO2)C1CC(c2ccc(Cl)cc2)=NO1 (stereo unspecified)	1.7	-3	1	-6	11	6	5	6	-3	2	1
CC(=O)N1CCN(CC(=O)Nc2ccc([N+](=O)[O-])cc2Br)CC1	-1.8	8	7	-2	-5	11	-3	11	-2	3	0
Cc1cc(C)nc(SCc2nc3nc(C)cc(C)n3c2Br)n1	0.4	-11	-6	-11	-16	13	-31	5	1	0	4
CN(CCN1CCOCC1)C(=O)c1cc(COc2ccc(F)cc2Cl)on1	-0.3	-19	5	-12	-11	7	-30	-1	-4	5	13
CSc1nc(COC(=O)NC(C)C)c(COC(=O)NC(C)C)n1Cc1ccccc1	·	-11	-11	9	-28	·	-4	·	-8	·	-13
Nc1c2c(=O)[nH]c(O)cc2nn1-c1ccccc1	-0.8	2	-11	6	15	0	2	4	-24	0	-3
C[C@]12c3[nH]c4cc(-c5ccco5)ccc4c3CCN1C(=O)[C@@H](CC(=O)NCCCn1ccnc1)C[C@@H]2C(=O)N1CCCCC1	-0.5	-4	24	-15	-15	3	-40	2	2	-4	-1
CC1CCCCC1NC(=O)COC(=O)c1ccc(S(=O)(=O)N2CCOCC2)cc1 (stereo unspecified)	-0.7	-8	-13	10	-8	25	-7	5	-1	2	4

An excerpt; count on the stated rates, not on these rows.
